Bioassay records from PubChem BioAssay.
D1 antag: human D1 dopamine receptor antagonism; activity change, negative = inhibition, % at 10 µM; P21728; HEK293 TREx D1 cells, calcium flux, dopamine EC80; active compounds read low; 3.2% of 360,000 active; in the data active = activity change below about -30%; note: % is set by controls: 0 for no effect and ±100 for the full control effect
Target sequence (P21728 whole entry, looked up): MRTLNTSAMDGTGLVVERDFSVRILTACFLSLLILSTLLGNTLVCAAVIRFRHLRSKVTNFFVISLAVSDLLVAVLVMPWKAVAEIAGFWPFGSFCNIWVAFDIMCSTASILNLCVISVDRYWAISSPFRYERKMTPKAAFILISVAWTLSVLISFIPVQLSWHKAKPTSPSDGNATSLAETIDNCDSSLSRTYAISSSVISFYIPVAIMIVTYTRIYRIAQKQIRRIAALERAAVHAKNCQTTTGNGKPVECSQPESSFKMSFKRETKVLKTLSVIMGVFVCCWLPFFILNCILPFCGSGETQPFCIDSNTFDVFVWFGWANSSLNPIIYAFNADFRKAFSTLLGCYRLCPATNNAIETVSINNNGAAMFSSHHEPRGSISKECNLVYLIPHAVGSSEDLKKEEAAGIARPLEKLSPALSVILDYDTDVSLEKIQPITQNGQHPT
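Cells carrying a force-coupled, tetracycline-inducible human D1 receptor report calcium flux. Each well gets a 10 s baseline, compound with 180 s monitoring, then an EC80 dopamine stimulus with a second 180 s kinetic read.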
D2 potentiator: positively modulates the human D2 dopamine receptor allosterically; potentiation, % at 10 µM; HEK293 T-REx D2, calcium flux, EC20 dopamine potentiation; P14416; 0.34% of 340,000 active;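 active = potentiation over 3 SD above the plate norm, cut at about 30% in these data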; note: 0% is about no effect
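Using a no-wash calcium dye in inducible, force-coupled HEK293 Trex cells expressing D2, we tracked fluorescence each second for 180 s after compound, then for 180 s after EC20 dopamine to detect augmented signalling.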
RXFP1 antagonist: antagonists of human relaxin receptor RXFP1. HEK293-RXFP1, relaxin-stimulated cAMP HTRF, 30 min; active compounds read low. AID 1259400. 0.59% of 350,000 active. Q9HBX9. activity change, negative = inhibition, % at 57.5 µM;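 active = activity change of -60% or lower, but not beyond a set lower limit; inconclusive = change between -60% and -40%, or beyond the set limit; inactive = change above -40%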; note: % is set by controls: 0 for no effect and ±100 for the full control effect
D2 antag: antagonists of human D2 dopamine receptor. inhibition, % at 10 µM. HEK293 TREx D2 cells, calcium flux, dopamine EC80. 2% of 340,000 active; in the data active = inhibition above about 30%; note: 0% is about no effect
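Cells plated overnight at 30 C with tetracycline; no-wash calcium dye, 30–90 min RT; 10 s baseline; compound pinned; 180 s read; EC80 dopamine added; another 180 s read.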
D1 PAM: enhances dopamine response at the human D1 receptor | AID 504651 | potentiation, % at 10 µM | P21728 | 0.036% of 360,000 active | HEK293 TREx D1 cells, calcium flux, dopamine EC20 potentiation; in the data active = potentiation above about 30%; note: 0% is about no effect
D2 agonist: agonists of human D2 dopamine receptor; AID 485358; P14416; activation, % at 2 µM; 0.53% of 340,000 active; HEK293 T-REx D2 cells, calcium flux agonist mode;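 active = activation over 3 SD above normal in the single-dose calcium agonist read, cut at about 30% in these data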; note: 0% is about no effect
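Tetracycline-induced HEK293 Trex cells with D2 receptor force-coupled to calcium signaling, plated overnight at 30 C and loaded with no-wash calcium dye. Calcium flux read kinetically for 180 s after compound addition; responses flag agonists.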
TRHR PAM: allosterically enhances the human TRH receptor. P34981. TRHR cells, fluo-8 calcium fluorescence, EC20 TRH enhancement. enhancement, % at 2 µM. 0.66% of 360,000 active. AID 493056; in the data active = enhancement above about 30%; note: 0% is about no effect
Target sequence (P34981 whole entry, looked up): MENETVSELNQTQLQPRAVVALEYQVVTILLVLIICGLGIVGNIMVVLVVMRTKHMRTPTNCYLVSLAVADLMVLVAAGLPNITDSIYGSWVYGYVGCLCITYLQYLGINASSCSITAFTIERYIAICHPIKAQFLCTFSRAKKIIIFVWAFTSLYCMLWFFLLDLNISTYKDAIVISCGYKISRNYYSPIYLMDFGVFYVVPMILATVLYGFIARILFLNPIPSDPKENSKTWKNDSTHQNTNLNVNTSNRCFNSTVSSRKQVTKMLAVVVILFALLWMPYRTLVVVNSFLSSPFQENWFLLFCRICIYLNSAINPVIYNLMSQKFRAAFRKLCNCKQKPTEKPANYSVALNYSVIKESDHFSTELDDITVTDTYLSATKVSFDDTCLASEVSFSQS
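TRHR-expressing cells loaded with fluo-8 calcium dye were read kinetically (ex 480/em 530) during compound addition, then stimulated with an EC20 of TRH (10 nM final). Enhancement of the Gq-mediated intracellular calcium response was scored.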
TRHR agonist: agonists of human TRH receptor; TRHR cells, calcium flux fluo-8, FDSS agonist mode; P34981; 0.18% of 360,000 active; AID 493084; activation, % at 2 µM; note: 0% is about no effect
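Fluo-8-loaded TRHR cells; 10 s baseline, compound added, kinetic Ca2+ fluorescence read 1/s, agonist mode.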
D1 agonist: agonists of human D1 dopamine receptor. activation, % at 2 µM. 1% of 360,000 active. HEK293 T-REx D1 cells, calcium flux, agonist mode. P21728; note: 0% is about no effect
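Tetracycline-induced HEK293 TREx D1 cells, force-coupled to calcium signalling, were dye-loaded with a no-wash calcium kit. Compound was pin-added after a 10 s baseline. Fluorescence was read kinetically at 1 cycle/s for 180 s, with calcium rises flagged as agonism.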
* = called active by the depositor; ? = inconclusive; nt = not tested or not shown; & = joins results of further samples; ! = not active in a repeat. Cut-off read from the data, not from the text of the source, unless noted: active = activation above about 30%; inactive = the rest.

SMILES	D1 antag	D2 potentiator	RXFP1 antagonist	D2 antag	D1 PAM	D2 agonist	TRHR PAM	TRHR agonist	D1 agonist
CCN(CC)CCCN1C(=O)C(O)=C(C(=O)c2cc3cccc(OC)c3o2)C1c1ccncc1 (stereo not drawn)	-8	-2	18	-12	3	0.2	1	0.3	4
O=C(CCNC(=O)c1ccccc1)N/N=C/c1ccc([N+](=O)[O-])cc1	-7	-7	-15	-23	3	-0.4	1	-0.7	-5
CCc1nn(CC(=O)NCCCN2CCN(CC)CC2)c(=O)c2cc3occc3n12	-35*!	-12&17	20	-5	-3&-2	0.0&-1.2	0&-1	0.1&-1.0	2&0
O=C(CC(c1ccccc1)(c1ccccc1)c1ccccc1)N[C@@H](Cc1ccc(O)cc1)C(=O)O	-12	17	nt	-1	-1	-0.2	3	-0.2	-3
CN(C)S(=O)(=O)c1ccc(C(=O)OCCCN=C2NS(=O)(=O)c3ccccc32)cc1	-16	25	nt	nt	nt	nt	1	-0.5	12
CCC1(C)Cc2ccccc2-c2nc(SC)[nH]c(=O)c21 (stereo not drawn)	9	12	-8	-14	3	-0.3	13	0.2	3
COc1ccc([C@H]2[C@H](C(=O)OC(C)(C)C)N3N=Cc4ccccc4C3C23C(=O)c2ccccc2C3=O)cc1OC (stereo partly drawn)	-12	-6	nt	-29	6	-0.4	23	-1.5	0
CC(=O)c1ccc(N2CCN(C(=S)NCc3ccco3)CC2)cc1	-8	-3	-2	3	-4	-0.7	-7	-0.3	9
COc1cc(-c2nnc(Cn3cc(C(F)(F)F)ccc3=O)o2)cc(OC)c1OC	2	nt	1	nt	-2	nt	-2	0.7	0
CCCCN(C(=O)CSCC(=O)Nc1ccc(OC)cc1)c1c(N)n(Cc2ccccc2)c(=O)[nH]c1=O	-5	5	-5	-13	6	-0.3	0	0.0	1
COc1ccccc1OCC(=O)Nc1cc(C(F)(F)F)ccc1-n1cncn1	4	0	5	-3	-3	0.2	-1	-0.1	2
CC(C)Oc1ccc(CNS(=O)(=O)c2ccc3c(c2)C(C)(C)C(=O)N3C)cc1	-9	1	nt	nt	0	-0.2	7	-0.1	0
COc1ccc(C(C(=O)NC(C)(C)C)N(Cc2ccc(F)cc2)C(=O)CCC(=O)Nc2cc(C)on2)cc1 (stereo not drawn)	1	-14	8	1	0	1.4	-10	-0.8	3
CCCCN(C(=O)C(C)Oc1ccc(Br)cc1)c1c(N)n(Cc2ccccc2)c(=O)[nH]c1=O (stereo not drawn)	-8	-18	-3	nt	1	nt	-6	0.4	7
Cc1cccnc1NC(=O)c1ccc(Cl)c(S(=O)(=O)N2CCCCCC2)c1	1	-1	-28	56*	4	0.3	0	-1.0	2
Cc1ccc(C(=O)NCC(=O)NCC(=O)OCc2ccc(F)cc2)cc1	8	3	-18	-3	2	-0.6	2	0.1	0
N#C/C(=C\c1cc(Cl)cc(Cl)c1O)C(=O)NC1CCCCC1	19	8	11	4	3	0.8	-2	0.7	4
O=C(NCc1ccc(F)cc1)c1cccc2c1C(=O)c1ccc(N3CCOCC3)cc1S2(=O)=O	nt	-6	nt	18	-2	5.7	5	9.2	42*
COc1ccccc1OCCNC(=O)C1CC(=O)N(c2ccc3c(c2)OCCO3)C1 (stereo not drawn)	-2	13	3	9	-3	0.2	7	-0.1	0
CC(=O)C1C(c2ccc(Br)cc2)c2c(noc2C)CC1(C)O (stereo not drawn)	-5	-6	-37	-8	0	-0.1	2	0.6	2
CCCCNC(=O)C1CCN(Cc2ccccn2)CC1	-4	7	-10	-5	-4	0.5	-6	1.3	2
COc1cc(OC)cc(C(=O)N[C@H](C(=O)Nc2ccc(NC(C)=O)cc2)C(C)C)c1	-18	-1	-14	15	8	-0.3	16	0.6	0
CCCCOC(=O)Nc1nc2ccc(OC)cc2s1	16	-5	-13	-8	-1	-2.0	2	-0.3	2
O=C(c1nsnc1-c1ccccc1O)N1CCCCC1	-15	11	-8	-27	-12	0.6	-3	-0.1	-2
O=C(O)c1cc(S(=O)(=O)Nc2ccc3cn[nH]c3c2)ccc1O	5	-9	3	13	nt	-0.2	2	0.3	3
Next structures
SMILES	D1 antag	D2 potentiator	RXFP1 antagonist	D2 antag	D1 PAM	D2 agonist	TRHR PAM	TRHR agonist	D1 agonist
CC1=C(C(=O)Nc2ccccn2)C(c2ccccc2)n2ncnc2N1 (stereo not drawn)	6	-5	-18	17	-3	0.1	-4	1.4	1
COc1ccc(-c2csc(NC(=S)NC(=O)c3ccccc3)n2)cc1Br	8	-3	3	nt	1	nt	-3	0.8	2
COc1ccc(C(=O)N2CCCC(c3nc(-c4ccc(C)o4)no3)C2)cc1OC (stereo not drawn)	-2	9	0	-6	-4	0.2	6	-0.1	0
Cn1cncc1C#Cc1ccc2cc(CCO)oc(=O)c2c1	nt	8	nt	-1	-2	0.1	0	-0.2	0
Cc1cc(C)c(C(=O)COC(=O)c2c(C)noc2C)cc1C	7	-16	-6	5	2	0.8	5	0.5	1
Cc1ccc(OCC(=O)Nc2c(C)nn(-c3ccccc3)c2C)c(Br)c1	-37*	-5	-7	4	-4	-0.2	-3	-0.3	15
Clc1ccccc1-c1nnc(-c2ccc3c(c2)OCO3)o1	10	11	-14	-10	3	0.1	-3	-0.6	5
CCn1cc(S(=O)(=O)CC(=O)Nc2ccc(C)cc2)c2ccccc21	5	-17	-7	-3	-2	0.0	-11	-0.3	0
COc1cc(NC(=S)N2CCCC(C)C2)c(OC)cc1Cl (stereo not drawn)	-1	-3	-8	10	-6	0.2	-7	-0.4	1
C#CCn1c(=O)cc(C)c2ccccc21	4	-8	4	-1	-1	0.1	4	1.0	0
COc1ccc(C)cc1NC(=O)C(=O)NCC1(c2ccccc2)CCCC1	-14	16	-15	nt	-1	0.9	0	2.3	4
CSc1nnc2c3c4c(sc3c(=O)n(-c3ccccc3)n12)CC(C)(C)OC4	9	9	-1	-21	4	0.1	1	-0.8	2
CCN(CC)c1ccc(NS(=O)(=O)c2ccc(OC)cc2)cc1	-17	-1	4	-14	3	-1.5	-5	-1.2	6
Cc1cccc(NC(=O)CSc2ccc(-c3ccco3)nn2)c1C	-2	14	-3	-20	-1	-0.9	-1	-0.7	1
O=C(CSc1ncc2c(n1)-c1cc(Cl)ccc1N(Cc1ccccc1F)S2(=O)=O)Nc1cccc(C(F)(F)F)c1	3	-11	nt	nt	-4	1.1	11	1.0	8
CC(=O)C1=C(c2ccccc2)NC(=O)NC1c1cccs1 (stereo not drawn)	17	10	5	-8	-4	0.1	9	0.7	4
O=C(Cc1ccccc1)Nc1nc2ccccc2s1	7	-9	3	-7	-2	-0.5	-4	0.9	1
CC1CCCN(S(=O)(=O)c2ccc3[nH]c4c(c3c2)CCCC4)C1 (stereo not drawn)	-6	10	-6	19	3	-1.1	19	0.8	2
CCOC(=O)N1CCN(C(=O)c2cc(OC)cc(OC)c2)CC1	5	-4	12	7	-3	0.8	21	1.6	2
Cc1ccc(NC(=O)c2ccc(F)cc2F)cc1NS(C)(=O)=O	-10	-23	4	-11	9	-0.3	-2	0.0	2
O=C1C=CC(=O)C(C2=C3C(=O)N(CCc4ccccc4)CC(=O)N3CCC2)=C1	-7	-11	-14	6	-4	2.0	10	0.7	-1
COc1ccc(N(Cc2cccs2)C(=O)c2ccc(OCC(C)C)cc2)cc1	3	16	?	nt	3	-1.9	19	-0.3	34*
Cc1ccc(S(=O)(=O)N2CCCC2C(=O)Nc2ccc(Br)cc2)cc1 (stereo not drawn)	-28	-19	-29	nt	-4	0.7	-7	0.6	7
Clc1ccccc1-c1nc2ccccc2c2nc3ccccc3n12	15	6	7	1	-7	-1.6	17	-0.2	1
O=C(CSc1nnc(-c2ccc(O)cc2)n1Cc1ccco1)N1CCc2ccccc2C1	-4	-1	4	-1	-6	-0.5	-4	-0.6	1
CCOC(=O)c1ccc(NC(=S)N2CCC(C(N)=O)(N3CCCCC3)CC2)cc1	-8	3	-34	11	8	0.5	-4	1.0	1
O=C(NCCS(=O)(=O)N1CCCC1)c1ccccc1	29	7	10	-21	0	-0.6	5	-0.6	3
CN1C(=O)c2cccc3c(S(=O)(=O)NCCc4ccccc4)ccc1c23	-4	-5	14	4	-2	-1.1	-2	-1.5	2
COc1ccc(/C=C/c2nnc(NC(=O)CSc3ccc(Cl)cc3)s2)cc1	0	5	3	24	2	-0.5	6	1.1	4
COC(=O)c1c(C)oc2ccc(N(C(=O)c3ccncc3)S(=O)(=O)c3cc(C)ccc3C)cc12	26	20	nt	nt	-1	-0.9	-5	-0.4	0

3 entries from above, ordered by formula weight, low to high:
SMILES	D1 antag	D2 potentiator	RXFP1 antagonist	D2 antag	D1 PAM	D2 agonist	TRHR PAM	TRHR agonist	D1 agonist
O=C(Cc1ccccc1)Nc1nc2ccccc2s1	7	-9	3	-7	-2	-0.5	-4	0.9	1
Cc1ccc(OCC(=O)Nc2c(C)nn(-c3ccccc3)c2C)c(Br)c1	-37*	-5	-7	4	-4	-0.2	-3	-0.3	15
O=C(CSc1ncc2c(n1)-c1cc(Cl)ccc1N(Cc1ccccc1F)S2(=O)=O)Nc1cccc(C(F)(F)F)c1	3	-11	nt	nt	-4	1.1	11	1.0	8

Shown in markdown: part of the list above
| structure | D1 antag | D2 potentiator | RXFP1 antagonist | D2 antag | D1 PAM | D2 agonist | TRHR PAM | TRHR agonist | D1 agonist |
| --- | --- | --- | --- | --- | --- | --- | --- | --- | --- |
| COC(=O)c1c(C)oc2ccc(N(C(=O)c3ccncc3)S(=O)(=O)c3cc(C)ccc3C)cc12 | 26 | 20 | nt | nt | -1 | -0.9 | -5 | -0.4 | 0 |
| CSc1nnc2c3c4c(sc3c(=O)n(-c3ccccc3)n12)CC(C)(C)OC4 | 9 | 9 | -1 | -21 | 4 | 0.1 | 1 | -0.8 | 2 |
| COc1ccc(C(=O)N2CCCC(c3nc(-c4ccc(C)o4)no3)C2)cc1OC (stereo not drawn) | -2 | 9 | 0 | -6 | -4 | 0.2 | 6 | -0.1 | 0 |
| CN1C(=O)c2cccc3c(S(=O)(=O)NCCc4ccccc4)ccc1c23 | -4 | -5 | 14 | 4 | -2 | -1.1 | -2 | -1.5 | 2 |

An unsorted share of the library, and some 7.1% of all compounds hit somewhere here.
